Compound activity as filed in PubChem BioAssay.
proCasp3 act – procaspase-3 (human) activation. activation, % at 8.5 µM. AID 463141. recombinant procaspase-3 D3A, Ac-DEVD-pNA absorbance 405 nm. P42574. 330,000 tested, 0.11% active;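 active = activation above the mean of all tested compounds plus 3 SD, cut at about 21% in these data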;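 also: 0% = DMSO alone and 100% = DMSO wells spiked with extra 5 µM PC-3 D3A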
Target sequence (P42574 whole entry D9A/D28A/D175A): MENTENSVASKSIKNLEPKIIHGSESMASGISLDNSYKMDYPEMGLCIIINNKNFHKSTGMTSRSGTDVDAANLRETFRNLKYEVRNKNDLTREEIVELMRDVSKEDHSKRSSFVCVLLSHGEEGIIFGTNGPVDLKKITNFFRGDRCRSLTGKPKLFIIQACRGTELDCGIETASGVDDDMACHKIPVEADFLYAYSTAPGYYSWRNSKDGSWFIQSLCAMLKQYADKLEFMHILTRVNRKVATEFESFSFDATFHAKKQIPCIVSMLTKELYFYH
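Assay system: Autoprocessing-dead procaspase-3 D3A mutant enzyme; also added: Ac-DEVD-pNA; doses: one concentration, 8.5 µM nominal, 0.8% DMSO; times: 1 h compound preincubation, 2 h substrate hydrolysis at 25 °C; technique: 405 nm absorbance of p-nitroaniline, reads at 0 and 120 min; measure: % activation between DMSO and enzyme-spiked controls; repeats: single replicate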
Efflux pump mplx – inhibitors of Candida antifungal efflux pumps expressed in yeast | S. cerevisiae Candida pump triplex, Nile Red efflux | inhibition, % at 10 µM | 330,000 tested, 0.44% active;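 active = plate passing quality check with inhibition over a set limit, or well fluorescence over plate mean plus 4 SD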;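 also: Nile Red retained in pooled yeast measured as flow cytometry median fluorescence; 0% = buffer negative control and 100% = Enniatin B positive control; higher means more Nile Red kept so more efflux inhibition; some compounds called inactive have numbers as strong as hits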
PP1 inh – counter-screen for PP5 inhibitors: inhibitors of human PP1-alpha; P62136; purified PP1alpha, OMFP fluorescence; AID 2235; 320,000 tested, 0.9% active; inhibition, % at 6.7 µM;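 active = inhibition above the mean inhibition of all tested compounds plus 3 SD, computed separately for each screening campaign, cut at about 15% in these data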
procasp7 counter – counter-screen: procaspase-7 (human) activation | P55210 | recombinant procaspase-7, Ac-DEVD-pNA absorbance 405 nm; D23A/D198A/D206A triple mutant, cannot self-cleave; scale: DMSO 0, 5 µM enzyme 100 | activation, % at 8.5 µM | 330,000 tested, 0.093% active;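 active = percent activation above the screen-wide mean plus 3 SD, cut at about 25% in these data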
Target sequence (P55210 whole entry D23A/D198A/D206A): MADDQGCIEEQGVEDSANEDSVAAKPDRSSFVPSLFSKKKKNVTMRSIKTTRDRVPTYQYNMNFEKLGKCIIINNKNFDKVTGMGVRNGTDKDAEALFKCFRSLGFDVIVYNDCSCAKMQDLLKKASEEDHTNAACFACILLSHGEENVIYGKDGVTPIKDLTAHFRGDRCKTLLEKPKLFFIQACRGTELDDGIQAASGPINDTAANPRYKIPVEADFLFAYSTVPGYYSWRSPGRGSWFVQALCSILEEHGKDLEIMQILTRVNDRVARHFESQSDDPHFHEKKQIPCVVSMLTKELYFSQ
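Assay system: Uncleavable procaspase-7 mutant enzyme / Input: 2 µM procaspase-7 mutant as dispensed / Dosing: single nominal 8.5 µM compound dose, 0.8% DMSO final / Timing: 1 h enzyme–compound preincubation and 2 h substrate reaction, both 25 °C / Detection: p-Nitroaniline absorbance at 405 nm, read at 0 and 120 min / Replication: singlicate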
TPT1 inh – inhibitors of Candida albicans tRNA 2'-phosphotransferase TPT1; 300,000 tested, 0.81% active; recombinant caTPT1, FP RNA substrate dephosphorylation; inhibition, % at 5 µM;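 active = inhibition above the mean of all tested compounds plus 3 SD, set per screening campaign, cut at about 24% in these data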;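 also: plate controls were DMSO alone for no effect and ferristatin control at 100 nM for full effect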
JMJD2C inh – inhibitors of human GASC-1 (JMJD2C) demethylase | Q9H3R0 | inhibition, % at 2.35 µM | GST-JMJD2C(1-420) H3K9me3 demethylation, DELFIA europium | AID 2099 | 330,000 tested, 0.069% active;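 active = more than half of a compound's replicate wells show inhibition beyond 50%, single wells judged on their own value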;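 also: signal counts dimethyl H3K9 product captured on neutravidin plate; 0% = median of DMSO wells and 100% = 0.3 times that DMSO median; strong numbers were not always called active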
core dimer inh – blocks dimerization of HCV core protein | AID 1899 | inhibition, % at 5 µM | 300,000 tested, 0.33% active | TR-FRET GST/Flag-core106 dimerization, 1536-well;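 active = inhibition above the mean of all tested compounds plus 3 SD, set per screening campaign, cut at about 45% in these data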
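assay system = GST-tagged and Flag-tagged HCV core protein residues 1-106 | controls = unlabelled core106 and no-GST-core106 wells | incubation = compound-protein-antibody incubation 4 h at 22.5 °C | probe or stimulus = Eu donor and XL665 acceptor anti-tag antibodies | read-out = % inhibition based on acceptor/donor emission ratio | signal = TR-FRET 671 and 617 nm emission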
Fh CTSL1 inh – blocks F. hepatica cathepsin L1 in PFM18AAP counter-screen. recombinant F. hepatica cathepsin L1, Z-Leu-Arg-MCA fluorescence. inhibition, % at 5.96 µM. 300,000 tested, 0.49% active;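 active = inhibition above the mean of all tested compounds plus 3 SD, set per screening campaign, cut at about 17% in these data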;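 also: 0% = plate median of test compound wells and 100% = 1 µM Z-Phe-Ala-diazomethylketone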
PP5 primary – PP5 (human) phosphatase inhibition | 320,000 tested, 0.18% active | purified PP5c, OMFP substrate fluorescence | P53041 | inhibition, % at 6.7 µM;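 active = inhibition above the campaign's mean inhibition across all tested compounds plus 3 SD, cut at about 9.5% in these data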;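 also: 0% = DMSO only and 100% = 100 µM cantharidin control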
Target sequence (P53041 whole entry, looked up): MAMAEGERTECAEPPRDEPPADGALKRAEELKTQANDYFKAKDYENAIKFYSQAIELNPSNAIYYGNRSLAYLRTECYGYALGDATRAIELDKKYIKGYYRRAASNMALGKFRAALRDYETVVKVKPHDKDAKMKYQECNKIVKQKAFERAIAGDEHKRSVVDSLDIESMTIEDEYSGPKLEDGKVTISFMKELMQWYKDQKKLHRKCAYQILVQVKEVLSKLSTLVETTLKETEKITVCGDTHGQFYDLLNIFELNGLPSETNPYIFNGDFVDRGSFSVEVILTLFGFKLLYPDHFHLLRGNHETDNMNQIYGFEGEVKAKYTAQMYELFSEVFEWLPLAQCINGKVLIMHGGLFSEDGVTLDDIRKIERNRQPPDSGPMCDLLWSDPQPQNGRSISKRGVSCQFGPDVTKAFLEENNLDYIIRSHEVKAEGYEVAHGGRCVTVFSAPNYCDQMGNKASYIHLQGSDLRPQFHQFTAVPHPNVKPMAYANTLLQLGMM
The depositor's hits bear a star; · = no result given; & = joins results of further samples.

SMILES	proCasp3 act	Efflux pump mplx	PP1 inh	procasp7 counter	TPT1 inh	JMJD2C inh	core dimer inh	Fh CTSL1 inh	PP5 primary
CC(=O)N/N=C/c1cc(C(C)C)cc(/C=N/NC(C)=O)c1O	-15	-0.1	0	-27	-56	-5	-3	1	0.1
CC(C)C(NC(=O)CSCc1ccc([N+](=O)[O-])cc1)C(C)C	5	0.1	0	-7	2	-1	0	-1	-0.2
Cc1ccc2nc(C)c3c(c2c1)COC3	-1	-0.3	3	8	0	3	-5	0	-0.1
CC(C)c1ccccc1OS(N)(=O)=O	10	-0.1	-1	1	-2	-3	-13	0	1.5
Cc1c(C(=O)N2CCN(c3ccccc3F)CC2)sc2ncn(CC(=O)N3CCOCC3)c(=O)c12	7	-0.2	-3	0	-2	-2	-3	3	-1.8
CS(=O)(=O)N1CCc2cc(C(=O)Nc3ccc(O)cc3)ccc21	3	-0.3	-4	4	-4	1	-2	-2	1.6
O=C(CCc1ccccn1)N1CCCC(Nc2cccc(F)c2)C1 (stereo unspecified)	1	0.4	1	-1	-1	-7	-6	2	-4.8
CCN1CCN(Cc2cc(=O)oc3ccc(C)cc23)CC1	-3	0.1	-4	5	-6	·	-2	2	-0.6
CC(C)OC(=O)CC1C(=O)NCCN1C(=S)NC(=O)c1ccccc1Cl (stereo unspecified)	-8	-0.1	-4	-20	-4	10	3	-5	0.9
COc1ccc(NS(=O)(=O)c2cccc(C(=O)NN=Cc3cc(Br)c(O)c(Br)c3)c2)cc1	8	0.4	·	3	·	-12	·	·	·
CC[C@@H](C(=O)[C@@H](C)[C@@H](O)[C@H](C)CCc1ccc(C)c(O)c1C(=O)O)[C@H]1O[C@](CC)([C@H]2CC[C@](O)(CC)[C@H](C)O2)C[C@@H]1C	8	0.2	12	7	-3	-50	19	1	5.3
CCc1noc(C)c1C(=O)Nc1ncc(C)s1	3	0.0	-2	1	0	-12	-3	-1	0.4
O=C(COC(=O)Cc1ccc(F)cc1)NC1CCS(=O)(=O)C1 (stereo unspecified)	4	0.1	-8	-8	-1	-7	2	2	0.3
NC(=O)c1ccccc1NS(=O)(=O)c1cccs1	-6	0.0	2	2	0	-7	-5	-5	-1.3
COc1ccccc1NC(=S)N(CCCN(C)C)Cc1cc2cc3c(cc2[nH]c1=O)OCO3	-18	-0.2	-1	-18	0	4	11	3	1.9
Cc1ccc(C)c(NC(=O)c2cc(-c3cc(C)ccc3O)n[nH]2)c1	-2	0.1	1	0	2	2	0	3	2.9
CC1(C)C(CC2OCC(CN3CCCCC3)O2)[C@H]2CC[C@@H]1C2 (stereo partly specified)	-16	0.0	-6	5	-2	-20	-2	-3	-1.5
CCOc1ccc(C(=O)N/N=C/c2ccc(SC)cc2)cc1	9	-0.2	-4	6	-3	-1	-15	3	-1.5
CCN(CC)C(=O)CS(=O)(=O)CC(=O)Nc1cc(OCCOC)c(Cl)cc1Cl	3	0.0	-1	4	-4	7	1	-1	2.1
Nc1ccc(-c2nc3c(Cl)cc(N)cc3[nH]2)cc1	-1	0.0	-1	3	-2	16	-35	2	2.4
C[C@H]1COC(=O)[C@@H](CC(=O)OC(C)(C)C)C/C=C\C[C@@H](CC(=O)N[C@H](CO)Cc2ccccc2)C(=O)N1	10	0.0	·	13	·	-3	·	·	·
Cc1ccc(C(C(=O)NCc2ccco2)N(Cc2ccco2)C(=O)CNC(=O)c2ccco2)cc1 (stereo unspecified)	4	-0.1	-4	1	-5	-10&-7	0	-3	0.5
CCCCN1C(=O)C(=O)N(CC(=O)Nc2sc(C)c(CC)c2C(=O)OCC)C1=O	-7	0.1	0	1	2	22	8	6	0.1
Cc1ccc(S(=O)(=O)N2CCCC2C(=O)NC2CCCCC2)cc1 (stereo unspecified)	1	-0.1	-1	9	-4	1	-3	4	-0.9
Cc1c(/C=C2\SC(=O)N(CC(=O)Nc3ccc4c(c3)OCO4)C2=O)c2ccccc2n1C	-19	0.0	3	-23	9	4	26	4	0.7

An excerpt from above in order of length of the SMILES, highest first:
SMILES	proCasp3 act	Efflux pump mplx	PP1 inh	procasp7 counter	TPT1 inh	JMJD2C inh	core dimer inh	Fh CTSL1 inh	PP5 primary
COc1ccc(NS(=O)(=O)c2cccc(C(=O)NN=Cc3cc(Br)c(O)c(Br)c3)c2)cc1	8	0.4	·	3	·	-12	·	·	·
Cc1ccc(C(C(=O)NCc2ccco2)N(Cc2ccco2)C(=O)CNC(=O)c2ccco2)cc1 (stereo unspecified)	4	-0.1	-4	1	-5	-10&-7	0	-3	0.5
COc1ccccc1NC(=S)N(CCCN(C)C)Cc1cc2cc3c(cc2[nH]c1=O)OCO3	-18	-0.2	-1	-18	0	4	11	3	1.9
CCCCN1C(=O)C(=O)N(CC(=O)Nc2sc(C)c(CC)c2C(=O)OCC)C1=O	-7	0.1	0	1	2	22	8	6	0.1
CCN(CC)C(=O)CS(=O)(=O)CC(=O)Nc1cc(OCCOC)c(Cl)cc1Cl	3	0.0	-1	4	-4	7	1	-1	2.1
CC1(C)C(CC2OCC(CN3CCCCC3)O2)[C@H]2CC[C@@H]1C2 (stereo partly specified)	-16	0.0	-6	5	-2	-20	-2	-3	-1.5
CS(=O)(=O)N1CCc2cc(C(=O)Nc3ccc(O)cc3)ccc21	3	-0.3	-4	4	-4	1	-2	-2	1.6
Cc1ccc(S(=O)(=O)N2CCCC2C(=O)NC2CCCCC2)cc1 (stereo unspecified)	1	-0.1	-1	9	-4	1	-3	4	-0.9
CCOc1ccc(C(=O)N/N=C/c2ccc(SC)cc2)cc1	9	-0.2	-4	6	-3	-1	-15	3	-1.5
CCc1noc(C)c1C(=O)Nc1ncc(C)s1	3	0.0	-2	1	0	-12	-3	-1	0.4

Next part
SMILES	proCasp3 act	Efflux pump mplx	PP1 inh	procasp7 counter	TPT1 inh	JMJD2C inh	core dimer inh	Fh CTSL1 inh	PP5 primary
O=C(OCCN1C(=O)c2cccc3c(N4CCOCC4)ccc(c23)C1=O)c1ccccc1Cl	-26	0.6	1	-25	53*	-3	2	2	2.3
Cc1cccc(-n2cc(CN(C)Cc3nccn3C)c(-c3cccc(F)c3)n2)c1	-4	0.1	6	-1	-1	2	4	2	6.1
CC1C=CCC2C(=O)N(c3ccc(OC(=O)c4cccs4)cc3)C(=O)C12 (stereo unspecified)	7	-0.1	0	1	-3	-1	11	-3	0.6
CC(C)c1cc(C(=O)NC2CCCCC2)no1	0	0.4	-12	-101	1	-4	-4	-3	3.2
O=C(CSc1nnc(-c2ccccc2NC(=O)c2ccccc2)o1)OC1CCCCC1	-7	-0.2	2	-9	3	·	-2	-1	0.2
O=C(CN1CCC(Cc2ccccc2)CC1)Nc1ccc2c(c1)OCCO2	-1	0.1	-1	-1	-3	·	2	-4	3.0
Cc1ccc(-c2noc(CN3CCOCC3)n2)cc1	3	0.0	-4	1	1	-8	2	0	1.9
O=C(O)c1cc(Cl)c(Cl)cc1C(=O)Nc1cccc2cccnc12	-15	0.0	2	-9	0	-12	-2	0	-2.0
S=P(N1CC1)(N1CC1)N1CC1	-11	-0.1	-5	-15	1	·	7	-3	2.0
N#C/C(C(=O)NCc1ccco1)=C1/SC=C(c2ccccc2)N1c1ccccc1	-9	0.0	1	-16	-2	-10	-4	3	2.1
Cc1nnsc1C(=O)N1CCN(c2ccc(F)cc2)CC1	-3	0.0	0	6	2	4	-2	5	1.0
Clc1cccc(COn2c(-c3ccc(Cl)cc3Cl)nc3ncccc32)c1	9	0.1	9	4	0	14	15	0	4.5
O=C(COC(=O)Cc1ccc(Cl)cc1Cl)NCCC1=CCCCC1	0	0.0	-3	-3	-1	0	11	-4	4.1
O=C(O/N=C\c1ccc(N2CCOCC2)c([N+](=O)[O-])c1)c1ccc(F)cc1	0	0.1	-2	9	-4	2	7	0	1.9
CCN(CCNC(=O)Nc1ccc(Cl)cc1)c1ccccc1	-12	0.3	0	2	-1	-25	7	-2	6.1
COc1cccc(-n2nnc3c(=O)n(CC(=O)N4CCCc5ccccc54)cnc32)c1	-1	0.4	-1	3	-2	7	10	-3	-0.1
COc1cc(NC(=O)CCS(=O)(=O)c2ccc3c(c2)n(C)c(=O)c(=O)n3C)cc(OC)c1	0	-0.2	-2	-5	-2	1	-1	1	2.5
CCCCCCOC(=O)c1ccc(OC(=O)c2cccnc2)cc1	5	-0.1	1	5	1	-7	0	-2	4.4
O=C(CSc1nnc(Cn2c(=O)sc3ccccc32)n1CCc1ccccc1)N1CCCC1	4	0.0	-2	-2	-1	-4	1	6	-0.2
O=S(=O)(NCc1ccco1)c1ccc2ccccc2c1	3	0.0	3	1	0	-257	-5	1	1.3
Cc1ccc(SCCC(=O)Nc2cccc(N(C)S(C)(=O)=O)c2)cc1	-6	0.0	2	21	-1	-3	4	-2	1.2
O=C(COc1ccc(Br)cc1)NNC(=O)c1ccc(-n2cncn2)c([N+](=O)[O-])c1	2	-0.2	0	0	·	28	·	·	-0.5
CC(=O)c1c(C)[nH]c(C(=O)COc2ccc3c(C)cc(=O)oc3c2)c1C	-1	-0.1	1	-13	·	1	·	·	1.9
O=C(CN1CCC(NC(=O)c2cccc(F)c2)CC1)NCc1ccccc1F	-7	0.0	-1	3	0	-14	0	1	-0.1
CC(OC(=O)c1cccc(-n2cnnn2)c1)C(=O)Nc1ccccc1F (stereo unspecified)	2	0.2	0	2	-1	0	-2	-3	-0.9

Following part
SMILES	proCasp3 act	Efflux pump mplx	PP1 inh	procasp7 counter	TPT1 inh	JMJD2C inh	core dimer inh	Fh CTSL1 inh	PP5 primary
CC(c1cccnc1)N(CCN(C)C)C(=O)Nc1ccc(Cl)c(Cl)c1 (stereo unspecified)	2	0.0	-4	6	-1	-1	1	0	-0.7
COc1ccc(C(=O)/C=C2/C(=O)Nc3ccccc32)cc1OC	8	0.0	3	4	-5	-1	-9	0	1.8
NC(=O)C(=O)NN=C1C2CC3CC(C2)CC1C3	9	0.0	-2	6	-4	-2	1	-2	-2.8
Clc1ccccc1-c1nnc2sc(-c3ccc(Br)o3)nn12	-1	-0.2	4	0	3	-20	-10	3	1.7
CCCn1c(C(CO)Nc2nc(-c3cccc(Br)c3)cs2)nc2ccccc21 (stereo unspecified)	-4	-0.1	1	-19	1	-2	8	5	1.1
COc1ccc(Nc2nc(C)cc(C)c2C#N)cc1OC	-3	0.2	-2	3	-1	8	3	-4	2.7
COc1ccc(C)cc1N(C(=O)c1ccccc1F)c1nc2ccccc2s1	1	0.7	1	4	0	4	6	1	0.7
C=CCc1ccccc1OCC(O)CN1CCN(c2ccccc2OC)CC1 (stereo unspecified)	-6	-0.1	0	-12	-2	4	3	0	1.4
O=C(Nc1ccc(-c2nnc(-c3ccccc3)o2)cc1)C(F)(F)F	2	0.0	-2	2	-5	0	12	-1	0.3
